# Phagocyt inh: blocks phagocytosis by macrophages; J774A.1 macrophage IgG-bead phagocytosis, imaging; inhibition, % at 5 µM; hit rate 0.07% among 110,000;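 active = inhibition above the mean of the plate negative controls plus 5 SD, cut at about 13% in these data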;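 also: phagocytic index as fraction of beads internalized from green versus red external bead signal; plate controls were DMSO negative control for no effect and cytochalasin-D positive control for full effect; some results beyond the cut were filed as inactive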
# E-sel TNF inh: TNF alpha driven E-selectin expression inhibition | HUVEC TNFa-induced E-selectin immunofluorescence, high content | inhibition, % at 2 µM | hit rate 0.71% among 120,000 | AID 1246;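 active = inhibition above the batch mean plus 3 SD, and confirmed as a hit on visual image review, cut at about 43% in these data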;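 also: 0% = TNF-stimulated DMSO wells and 100% = unstimulated control wells; not every result past the cut was called active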
# HCT116 PTEN-null: growth suppressors of cells with PTEN tumor suppressor deletion | HCT116 PTEN-null viability, CellTiter-Glo, 60 h; active compounds read low | hit rate 1.2% among 140,000 | viability, % at 10 µM;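 active = viability at or below a set limit, 4 SD under the median of all tested compounds, cut at about 3.7% in these data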;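 also: PTEN knockout HCT116 line with beta catenin targeted HCT116 as companion control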
# GALR2 antag: antagonists of human galanin receptor 2 (GALR2) | O43603 | GALR2-expressing cells, antagonist mode | inhibition, % at 4 µM | hit rate 0.39% among 140,000; in the data active = inhibition above about 27%;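 also: cells stimulated with galanin 1-16 at roughly its EC80; 0% = agonist challenge control and 100% = basal control without agonist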
# Target sequence (O43603 whole entry, looked up): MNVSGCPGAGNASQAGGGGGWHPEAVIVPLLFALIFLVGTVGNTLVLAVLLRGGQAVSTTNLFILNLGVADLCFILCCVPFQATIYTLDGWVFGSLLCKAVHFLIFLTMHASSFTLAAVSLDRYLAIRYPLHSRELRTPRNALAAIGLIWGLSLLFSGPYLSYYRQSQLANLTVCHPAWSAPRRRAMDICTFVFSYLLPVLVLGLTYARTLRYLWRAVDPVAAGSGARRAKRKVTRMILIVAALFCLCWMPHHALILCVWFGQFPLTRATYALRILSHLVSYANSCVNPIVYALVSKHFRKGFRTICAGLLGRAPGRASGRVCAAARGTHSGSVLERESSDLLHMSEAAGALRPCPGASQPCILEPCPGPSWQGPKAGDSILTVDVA
# Yeast life ext: extends the lifespan of yeast; S. cerevisiae growth with nicotinamide, OD615; deaD strain in restrictive glucose medium; inhibition of the nicotinamide effect, % at 10 µM; hit rate 0.68% among 130,000; AID 775;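 active = inhibition above a set limit, placed 3 SD over the median of all compounds, cut at about 26% in these data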;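 also: 0% = nicotinamide-treated wells and 100% = cells grown without nicotinamide; some compounds called inactive have numbers as strong as hits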
#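 Test system: DeaD-strain S. cerevisiae / Buffer or medium: restrictive glucose medium / Also added: nicotinamide 1.5 mM / Doses: one concentration, 10 µM, DMSO 0.25% / Schedule: 48 h at 30 °C / Signal: OD615 measurement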
# HCT116 bCat-KO: beta-catenin-lacking colon tumor cell growth suppression. hit rate 1.5% among 140,000. HCT116 beta-catenin knockout viability, CellTiter-Glo, 60 h; active compounds read low. viability, % at 10 µM. AID 818;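 active = viability at or under a set limit, the compound median less 4 SD, cut at about 6% in these data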;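 also: 0% = Hyamine 1622 control at 20 µM and 100% = untreated cell control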
# MRP1 act: MRP-1 activation; H69AR cells + doxorubicin, viability rescue, CellTiter-Glo; viability increase, % at 10 µM; hit rate 0.61% among 140,000; AID 799;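 active = viability gain under doxorubicin at or above a set limit, the compound median plus 3 SD, cut at about 4.7% in these data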;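 also: MRP-1 overexpressing cells given doxorubicin 25 µM after compound pretreatment; 18-22 h compound pretreatment then 72 h with doxorubicin before readout; 0% = doxorubicin-only wells and 100% = vehicle-treated cells without doxorubicin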
# Measles CPE: protection of cells from measles virus | protection (pct of control), % at 4 µM | AID 841 | hit rate 1.5% among 140,000 | Measles virus-infected cells, CPE protection, absorbance; in the data active = protection mostly above about 24%, no sharp cut-off; inactive = mostly below about 26%; also: some compounds called inactive have numbers as strong as hits
# BB579 growth dn: reduces growth of yeast BB579 in restrictive medium; S. cerevisiae BB579 growth, OD615, 48 h; inhibition, % at 10 µM; hit rate 0.51% among 140,000; AID 804;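 active = inhibition above a set limit, 3 SD over the mean compound inhibition, cut at about 44% in these data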; also: inactives centre near -24
#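 System: Saccharomyces cerevisiae DeaD strain BB579, replicative lifespan model yeast. Buffer or medium: restrictive glucose-based CSMM-D medium. Doses: one dose, 10 µM compound with 0.25% DMSO. Timing: 4 h preincubation and 48 h exposure at 30 °C. Detection: turbidity as optical density at 615 nm. Benchmarks: amphotericin B 10 µg/mL, positive.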
# NPY-Y2 antag: antagonists of human neuropeptide Y receptor Y2; inhibition, % at 2.7 µM; hit rate 0.99% among 140,000; AID 793; NPY-Y2 expressing cells, antagonist mode; P49146; in the data active = inhibition above about 17%;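 also: 0% = vehicle with agonist challenge and 100% = reference antagonist with challenge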
# Target sequence (P49146 whole entry, looked up): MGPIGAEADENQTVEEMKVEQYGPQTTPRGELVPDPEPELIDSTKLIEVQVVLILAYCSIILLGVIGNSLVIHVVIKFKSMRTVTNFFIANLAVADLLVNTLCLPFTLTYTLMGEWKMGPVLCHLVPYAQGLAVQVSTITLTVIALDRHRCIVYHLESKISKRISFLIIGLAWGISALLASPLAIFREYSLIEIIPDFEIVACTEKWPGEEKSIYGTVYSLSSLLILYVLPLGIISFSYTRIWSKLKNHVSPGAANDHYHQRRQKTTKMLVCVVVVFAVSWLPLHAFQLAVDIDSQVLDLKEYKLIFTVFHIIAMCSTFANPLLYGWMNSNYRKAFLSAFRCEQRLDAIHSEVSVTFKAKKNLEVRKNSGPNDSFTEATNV
# Numbers without * were called inactive; nt = no result given.
SMILES,Phagocyt inh,E-sel TNF inh,HCT116 PTEN-null,GALR2 antag,Yeast life ext,HCT116 bCat-KO,MRP1 act,Measles CPE,BB579 growth dn,NPY-Y2 antag
CCOC(=O)Cc1c(C)nc2c(-c3ccc(Cl)cc3)c(C)[nH]n2c1=O,nt,-18,42,1,-3,39,-4.2,47,-5,10
CCCCNC(=O)c1cccc(C(=O)NCCCC)c1,0,0,109,7,-7,90,-2.2,4,-14,1
Cc1cc2c3c(c1C)C1(C(=O)N3C(C)(C)CC2C)C(C#N)=C(N)OC2=C1C(=O)CC(C)(C)C2 (stereo unspecified),0,-20,64,9,4,69,-2.2,7,-37,-1
CC(C)Oc1cccc(C(=O)NC(=S)Nc2cccc(NC(=O)c3ccccc3Cl)c2)c1,-7,nt,89,-5,-1,83,-2.2,3,-39,4
CC(C)CC1NC(=S)N(Cc2ccccc2)C1=O (stereo unspecified),nt,nt,11,-7,4,11,-4.9,9,-42,2
CC1(C)CC(=O)CC(=Nc2ccc(C(=O)O)cc2)C1,-1,-29,94,-4,1,98,-1.5,3,-18,1
Cc1ccccc1Cn1cc(S(=O)(=O)CC(=O)N2CCCCC2)c2ccccc21,nt,9,78,3,nt,89,-3.8,25,-20,6
Cn1nc(-c2ccccc2)c(-c2nc(-c3ccccc3Cl)no2)c1Cl,0,-1,85,5,1,85,0.1,4,-29,4
O=C(COC(=O)c1cnccn1)NCc1ccccc1,0,-38,102,-10,-24,98,-1.4,2,-29,1
CCn1cc(C2=NCCO2)c2ccccc21,nt,-14,106,8,-5,101,-1.3,9,1,2
Cc1cc(C)c(S(=O)(=O)N2CCOC2CNC(=O)C(=O)NCc2cccnc2)c(C)c1 (stereo unspecified),nt,-17,102,2,8,94,-1.0,11,-20,2
COC(=O)c1ccc(Cn2nnc3ccccc3c2=O)o1,-3,28,93,-14,-9,103,-3.4,20,-11,1
CSc1nc(C)c2c(n1)N(c1ccc(C(F)(F)F)cc1)CC2,nt,20,82,13,-16,86,-3.6,12,-15,0
CC(=O)/C(=N/Nc1cccc(Cl)c1)N1CCOCC1,0,11,93,17,-6,91,-1.9,23,12,8
CC12CCC(C(=O)NCc3ccc(Cl)cc3)(OC1=O)C2(C)C (stereo unspecified),-1,12,95,-23,-2,96,-0.1,9,-58,5
Cc1ccc2oc(=O)c3cnn(CC(=O)N4CCCCCC4)c3c2c1,0,-3,96,-2,-9,94,-3.1,11,-8,3
CCOC(=O)N1CCN(C(=O)c2cn(CC)c3ccc(S(=O)(=O)N4CCCC4)cc3c2=O)CC1,-1,7,103,0,-9,98,0.8,11,11,0
COc1cccc(-c2cc(C(F)(F)F)nc(N3CCN(c4ccccc4)CC3)n2)c1,-1,-9,83,0,0,85,-0.6,10,-34,-1
CCCCOC(=O)c1cccc(NC(=O)CC)c1,nt,-5,89,6,-8,100,-0.7,18,-21,3
COc1cc(NC(=O)CN2C(=O)NC(C)(CC(C)C)C2=O)cc(OC)c1 (stereo unspecified),-1,3,89,-15,-14,89,-1.1,27,-30,0
COc1ccc(/C(N)=N/OC(=O)C2CCC(=O)N2S(=O)(=O)c2ccc(C)cc2)cc1OC (stereo unspecified),1,nt,100,13,1,99,-1.6,11,-29,8
O=C1Nc2ccccc2C12Nc1ccccc1S2 (stereo unspecified),3,-30,89,6,-23,86,-4.6,23,-31,0
O=C(CSc1nnc(-c2ccco2)n1CC1CCCO1)N1CCCCC1 (stereo unspecified),-1,27,95,2,-5,101,-0.7,8,-26,-3
O=C(CCN1C(=O)c2ccccc2C1=O)Nc1cc(F)ccc1F,-1,18,111,-2,-8,104,1.9,16,-73,3
Cc1cccc(N(NC(=O)C(C)(C)O)C(=O)c2ccccc2)c1,nt,0,97,-16,-17,101,-0.9,12,-32,3
COc1ccc(C(CC(=O)c2ccc(C)cc2)Nc2ccc([N+](=O)[O-])cc2)cc1 (stereo unspecified),-5,nt,47,20,4,63,-0.1,11,-31,5
COCCN1Cc2cccc(C(=O)Nc3cc(C)cc(C)c3)c2C1=O,0,-24,91,12,-8,96,0.8,8,6,1
Cc1ccc2nc(C)c(C(=O)N/N=C/c3cccs3)cc2c1,1,nt,90,6,2,87,-0.5,6,-39,2
CCc1cc(C(=O)OC)c(NC(=O)CCC(=O)O)s1,1,12,87,-6,-16,104,-3.4,7,-30,4
CC(NC(=O)c1ccco1)c1ccc2c(c1)OCCO2 (stereo unspecified),nt,4,97,4,-5,94,-1.9,25,-7,3
COc1ccc(NC(=O)Nc2ccc(F)cc2F)c(C)c1,4,8,87,2,-12,94,-1.1,5,-36,1
CC(=O)c1cc(OC(=O)c2ccncc2)ccc1OC(=O)c1ccncc1,1,5,91,4,-11,91,-1.6,2,-51,-1
O=C(NCCCNC(=O)C(F)(F)C(F)F)C(F)(F)C(F)F,-1,14,100,-11,-10,98,-0.9,2,-8,-1
O=c1[nH]cnc2scc(-c3ccc(F)cc3)c12,-3,0,77,-2,-24,78,-2.3,2,-6,1
Cc1cccc(C(=O)N/N=C/C(C)Cc2ccc3c(c2)OCO3)c1 (stereo unspecified),-6,-11,91,-3,0,92,1.2,9,-1,9
COC(=O)c1c(N2C(=O)CCC2=O)sc2c1CCCC2,0,6,80,7,-10,82,-1.5,11,-4,1

# Entries of single compounds, quoted from the list. Order of values: Phagocyt inh	E-sel TNF inh	HCT116 PTEN-null	GALR2 antag	Yeast life ext	HCT116 bCat-KO	MRP1 act	Measles CPE	BB579 growth dn	NPY-Y2 antag
# COC(=O)c1c(N2C(=O)CCC2=O)sc2c1CCCC2 across the screens: 0	6	80	7	-10	82	-1.5	11	-4	1
# CC(=O)c1cc(OC(=O)c2ccncc2)ccc1OC(=O)c1ccncc1 across the screens: 1	5	91	4	-11	91	-1.6	2	-51	-1

# (list continues)
SMILES,Phagocyt inh,E-sel TNF inh,HCT116 PTEN-null,GALR2 antag,Yeast life ext,HCT116 bCat-KO,MRP1 act,Measles CPE,BB579 growth dn,NPY-Y2 antag
CCOC(=O)c1cnn(-c2ccccc2)c1NC(=O)c1cccs1,nt,12,94,-3,-9,103,-3.5,5,-29,1
C[C@H](NC(=O)NCc1cccs1)C(=O)O,-1,-16,93,-4,-4,104,-0.3,15,-30,4
CCCCNc1cc(C)nc(N2CCOCC2)n1,-1,2,99,-1,-7,96,-0.1,19,-22,5
CN1CCC2(CC1)C1CN(C)CC=C1C(C#N)=C(N)C2(C#N)C#N (stereo unspecified),nt,nt,101,-2,-8,91,0.1,16,-23,2
O=C(NC1CCN(Cc2ccccc2)CC1)c1c(F)cccc1F,3,nt,86,-2,0,94,-1.7,2,2,1
COC(=O)C1=C(C)N(Cc2ccco2)C(=O)N[C@H]1c1cccc(C(F)(F)F)c1,nt,-32,66,8,10,70,-3.3,19,-1,2
C/C(O)=C(\C#N)c1nc2ccccc2[nH]1,0,12,69,2,-15,73,-2.8,23,-34,2
O=C(CSc1nnc2c3ccccc3c3ccccc3c2n1)Nc1ccccc1F,0,-20,1.9*,12,-15,2.2*,-2.6,1,-13,2
N#CCc1c(C#N)c(N)nc(N2CCN(S(=O)(=O)c3ccccc3)CC2)c1C#N,nt,5,87,-3,-6,81,0.6,3,-28,-1
CCOC(=O)CNC(=O)c1sc2nc(C)cc(C)c2c1N,-1,-13,96,-2,-8,98,1.7,19,-11,1
C#CCOCCOCCOCCNc1nc(N2CCN(C(=O)[C@H]([C@@H](C)CC)n3cc(CCCN=C(N)N)nn3)CC2)nc(N2CCN(C(=O)[C@H](CCCCN)n3cc(CCC(=O)O)nn3)CC2)n1,nt,4,103,-1,1,95,0.8,12,5,2
O=C(O)c1ccc(NC(CSCc2ccc(F)cc2)C(=O)O)c([N+](=O)[O-])c1 (stereo unspecified),nt,28,79,-3,-7,93,-0.2,7,-22,0
Fc1ccc(CNCc2ccc(Br)cc2)cc1,1,nt,97,3,11,85,-1.4,9,-20,3
CC/C(C)=N/NC(=S)NCc1ccco1,-2,nt,93,12,1,93,-0.4,8,-5,0
O=C(CCn1c(=O)c2ccccc2n(Cc2cc(=O)n3ccccc3n2)c1=O)NCc1ccco1,-5,-2,93,2,7,87,-0.8,10,-54,0
CCc1c(C)nc2cc(-c3ccc(OC)c(OC)c3)nn2c1N1CCCC1,0,nt,29,2,-32,53,-4.2,2,-8,1
O=C(NCc1ccc2c(c1)OCO2)c1c(O)c2cccc3c2n(c1=O)CCC3,-1,0,87,-10,13,98,-0.3,19,-17,8
CC(=O)Nc1ccc(S(=O)(=O)n2cnc3cc(C)c(C)cc32)cc1,0,-22,83,-7,28,97,-0.8,19,-25,5
CC(=O)Nc1ccc(S(=O)(=O)N2CCN(c3cc(C)ccc3C)CC2)cc1,0,0,77,10,-11,72,-1.5,19,-44,0
Cc1nn(-c2ccccc2)c(C)c1NC(=O)Cc1cccs1,nt,-12,98,12,2,95,-2.0,5,-9,2
CC(=O)N1CC2(C)CN(C(C)=O)CC(C)(C1)C2,0,-8,101,-7,-9,93,0.6,12,-13,4
O=C(Nc1ccc(N2CCOCC2)c(Cl)c1)c1ccco1,-2,-5,91,6,-8,91,0.8,5,29,-2
c1ccc(-n2ncc3c(NCCCN4CCOCC4)ncnc32)cc1,nt,-12,88,-11,-6,93,-1.7,7,-29,6
O=C(COC(=O)Cc1ccc(F)cc1)Nc1cc(S(=O)(=O)N2CCOCC2)ccc1N1CCCC1,-4,nt,94,6,-5,102,0.1,10,-20,2
COc1ccc(C(=O)Nc2ccc3oc(Cc4ccc(Cl)cc4)nc3c2)cc1OC,nt,-4,67,-4,-9,64,-2.8,20,-1,4
N#Cc1nc(COc2ccc(-c3ccccc3)cc2)oc1NCCCN1CCOCC1,1,6,33,3,-27,25,-5.6,1,28,-1
COc1ccc(C2C(C#N)=C(N)OC3=C2C(=O)CC(C)(C)C3)c([N+](=O)[O-])c1OC (stereo unspecified),nt,35,100,-4,-11,94,-3.4,3,-15,-2
c1ccc(-c2csc(-n3cnnn3)n2)cc1,0,-18,88,-3,-28,93,1.4,4,7,0
Cc1nnsc1C(=O)Nc1ccccc1Cl,nt,7,105,-16,-8,94,-1.7,7,-15,2
O=C(c1ccccc1)N1CCCC(c2ccc(Cl)cc2)=N1,-1,-15,79,-1,-24,84,-2.5,6,-11,6
CC(C)Cn1c(N)c(C(=O)CCl)c(=O)n(C)c1=O,nt,-41,88,-7,6,90,-1.3,7,1,0
O=C(O)Cc1cc(C(=O)Nc2ccc(Br)cc2)sc1-c1ccccc1,1,nt,101,-3,-5,97,1.9,21,-28,5
O=C(c1ccc(-c2ccc(Cl)cc2)o1)N1CCN(c2ccc([N+](=O)[O-])cc2Cl)CC1,0,-22,21,10,-2,15,-2.0,16,-55,2
Cc1ccc(N(C(=O)c2ccc(CN3CCOCC3)o2)C(C(=O)NCCC(C)C)c2cccs2)c(C)c1 (stereo unspecified),-5,7,85,-6,0,78,-1.0,36,-18,1
CCOc1ccccc1Nc1ccc(C(=O)O)cc1NC(C)=O,1,-4,104,6,-7,101,-0.4,3,-73,0
Cc1ccc(OCCN2CCN(C)CC2)c([N+](=O)[O-])c1,-4,-34,97,10,0,101,-1.4,7,-34,-1
O=C(CCN1CCOCC1)c1ccc2c(c1)OCCO2,nt,-4,34,5,nt,14,-2.7,24,-11,2
